# Mdm2-MdmX inh – inhibitors of human Mdm2-MdmX association, primary screen, cell-based, luminescence, split luciferase, SaOS-2, uHTS | Protein Mdm4 (Homo sapiens) + E3 ubiquitin-protein ligase Mdm2 (Homo sapiens), … | SaOS-2 split-luciferase Mdm2/MdmX complementation | inhibition, % at 8 µM | actives 3% (n = 330,000) | AID 485346, 2010;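 active = inhibition of at least 50% at 8 µM in the primary screen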
# Target sequence (O15151 whole entry, looked up): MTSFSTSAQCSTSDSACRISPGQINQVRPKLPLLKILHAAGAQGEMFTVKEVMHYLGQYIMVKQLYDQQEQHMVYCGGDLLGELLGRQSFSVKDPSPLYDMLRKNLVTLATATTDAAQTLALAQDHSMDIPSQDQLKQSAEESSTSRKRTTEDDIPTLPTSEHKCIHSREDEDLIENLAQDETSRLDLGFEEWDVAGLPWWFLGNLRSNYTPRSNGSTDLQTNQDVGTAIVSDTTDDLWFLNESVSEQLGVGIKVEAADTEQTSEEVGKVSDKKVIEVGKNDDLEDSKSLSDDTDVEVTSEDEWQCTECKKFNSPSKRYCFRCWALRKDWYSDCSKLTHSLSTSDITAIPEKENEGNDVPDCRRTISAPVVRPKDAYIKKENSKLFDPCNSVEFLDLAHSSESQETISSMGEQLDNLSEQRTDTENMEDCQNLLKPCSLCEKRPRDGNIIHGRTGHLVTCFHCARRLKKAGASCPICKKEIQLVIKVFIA
# Target sequence (Q00987 whole entry, looked up): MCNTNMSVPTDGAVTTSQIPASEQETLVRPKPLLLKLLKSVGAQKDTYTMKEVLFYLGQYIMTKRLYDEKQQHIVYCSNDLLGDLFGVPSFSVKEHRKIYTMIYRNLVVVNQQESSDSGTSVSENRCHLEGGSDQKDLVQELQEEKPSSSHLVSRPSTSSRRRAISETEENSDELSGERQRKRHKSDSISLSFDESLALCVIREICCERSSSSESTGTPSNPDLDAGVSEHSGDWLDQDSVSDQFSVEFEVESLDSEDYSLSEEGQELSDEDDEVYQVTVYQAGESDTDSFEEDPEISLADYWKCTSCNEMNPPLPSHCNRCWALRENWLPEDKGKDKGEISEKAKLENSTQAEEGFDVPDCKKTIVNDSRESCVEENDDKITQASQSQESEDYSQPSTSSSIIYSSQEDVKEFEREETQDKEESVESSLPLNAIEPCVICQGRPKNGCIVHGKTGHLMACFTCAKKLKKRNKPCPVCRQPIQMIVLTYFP
# UPR XBP1 act – activators of adaptive XBP1 UPR arm, primary screen, cell-based, CHO-XBP1 luciferase reporter, luminescence, uHTS; activation, % at 20 µM; actives 0.33% (n = 330,000); IRE1-XBP1 UPR activation; percent of tunicamycin response, DMSO as zero; AID 463104, 2010;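 active = versus positive control, 20 µM dose yields 30% or more activation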;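 note: 100% = tunicamycin at 10 µg/mL and 0% = DMSO only wells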
#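 Test system: CHO-XBP1 luciferase reporter cells | Buffer or medium: Serum-containing F12 medium, 10% FBS | Schedule: 6 h compound exposure at 37 °C, 5% CO2 | Detection: Steady-Glo luciferase glow luminescence, 10 min after reagent addition | Read-out basis: Activation, % of tunicamycin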
# CXCR6 inh – CXCR6 receptor inhibitors, primary screen, cell-based, beta-arrestin, luminescence, CHO-K1 PathHunter, 1536-well. C-X-C chemokine receptor type 6 (Homo sapiens), O00574. inhibition, % at 20 µM. actives 0.36% (n = 360,000). AID 602244, 2012; in the data active = inhibition above about 34%, passing the limit was not always enough;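 note: antagonist mode with CXCL16 agonist at 10 nM final; 0% = 10 nM CXCL16 with DMSO and 100% = unstimulated wells without agonist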
# TIM10 inh – growth inhibitors of isogenic TIM10 control yeast, primary screen, counter-screen for tim10-1 yeast inhibitor project, luminescence, uHTS. actives 1.4% (n = 330,000). AID 463195, 2010. inhibition, % at 10 µM. S. cerevisiae TIM10 strain growth, BacTiter-Glo luminescence, 24 h;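 active = inhibition of 40% or more at the single tested concentration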;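 note: wild-type TIM10 isogenic control strain grown at permissive 25 °C; 0% = DMSO yeast wells and 100% = minimal medium wells without yeast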
# UPR CHOP act – activators of apoptotic CHOP UPR arm, primary screen, cell-based, CHO-CHOP luciferase reporter, luminescence, uHTS | AID 449763, 2010 | actives 0.34% (n = 330,000) | UPR activation; percent of tunicamycin response over DMSO baseline | activation, % at 10 µM;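 active = at 10 µM dose, activation of 40% or more, normalized to positive control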;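 note: 100% = tunicamycin at 10 µg/mL and 0% = DMSO alone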
#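 System: CHO-CHOP luciferase reporter cell line; amount: 500 cells/well; buffer or medium: F12 medium containing 10% fetal bovine serum; incubation: 6 h compound exposure at 37 °C after overnight seeding; measured by: luciferase luminescence after 10 min with Steady-Glo reagent; evaluation: % reporter activation, DMSO baseline versus tunicamycin full activation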
# APJ antag – antagonists of human apelin receptor APJ, primary screen, CHO-K1 cells, beta-arrestin complementation, luminescence; inhibition, % at 20 µM; actives 0.32% (n = 330,000);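 active = inhibition above about 40% at 20 µM, limit read from the data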;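 note: cells challenged with 10 nM apelin-13 agonist together with compound; plate controls were apelin-13 plus DMSO wells for no effect and DMSO wells lacking apelin-13 for full effect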
# tim23-1 inh – growth inhibitors of tim23-1 mutant yeast, primary screen, luminescence, uHTS | inhibition, % at 20 µM | actives 1.3% (n = 330,000) | S. cerevisiae tim23-1 growth, BacTiter-Glo luminescence, 24 h;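 active = growth inhibition of the mutant yeast at or above 50%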;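 note: temperature-sensitive mutant grown at 25 °C; plate controls were DMSO-treated mutant yeast for no effect and medium wells lacking yeast for full effect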
# tim10-1 inh – growth inhibitors of tim10-1 mutant yeast, primary screen, luminescence, uHTS; S. cerevisiae tim10-1 ts strain growth, BacTiter-Glo, 24 h; inhibition, % at 20 µM; actives 2.2% (n = 330,000);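 active = inhibition of at least 40%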;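 note: mutant grown at 25 °C; 0% = DMSO wells with yeast and 100% = wells holding no yeast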
# APJ agonist – agonists of human apelin receptor APJ, primary screen, CHO-K1 cells, PathHunter beta-arrestin, luminescence; activation, % at 20 µM; actives 0.11% (n = 330,000); 0% DMSO wells, 100% apelin; AID 2520, 2010;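 active = activation more than six SD over the plate average, tested at 20 µM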;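 note: 0% = DMSO alone and 100% = apelin-13 at 10 nM; some results filed as inactive read as strong as hits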
#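 Assay system: CHO-K1 cells stably expressing ProLink-tagged human APJ and arrestin–beta-gal acceptor. Compound dosing: 20 µM single point, 1% DMSO. Times: 16-18 h seeding, 90 min dark compound exposure, 60 min detection. Detection: beta-gal luminescence. Evaluation: APJ–arrestin association signal. Controls: negative DMSO alone, positive Apelin-13 at 10 nM.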
# Active calls of the source: *.
SMILES,Mdm2-MdmX inh,UPR XBP1 act,CXCR6 inh,TIM10 inh,UPR CHOP act,APJ antag,tim23-1 inh,tim10-1 inh,APJ agonist
CCCC(=O)NC(=S)Nc1ccc(S(=O)(=O)Nc2ccc(OCC)cc2)cc1,18,-1,9,27,0.4,7,33,25,-2
O=S(=O)(Nc1ccc(N=Nc2ccc(O)c3ccccc23)cc1)c1ccccc1,42,4,34,15,2.1,38,20,30,-10
COc1c(Br)cc([N+](=O)[O-])c(OC)c1C(=O)NC(=O)Nc1c(Cl)cccc1Cl,9,0,-4,22,1.0,-2,34,22,-4
COc1ccc(Nc2nc3ccc(OC)cc3s2)cc1,-35,1,-2,36,2.9,2,61*,26,-1
NS(=O)(=O)c1ccc(CCNC(=O)CNC(=O)COc2ccccc2)cc1,2,-1,2,-5,3.6,5,8,15,-1
CC(=O)Nc1ccc(S(=O)(=O)Nc2nnc(C3CCCCC3)s2)cc1,-2,0,9,-10,-0.7,3,1,3,-9
O=C(c1ccccc1)N1CCN(c2n[nH]c(=O)[nH]c2=O)CC1,-23,-3,2,14,0.9,4,15,10,-2
COc1ccc2[nH]c(=O)c(CN(C)C(=O)c3ccncc3)cc2c1,-6,-2,7,-4,1.4,-6,6,1,-1
CCN(CC)C(=O)CSc1nnc(COc2ccc(OC)cc2)n1N,4,3,0,-4,-2.8,2,11,9,-1
Cc1ccc(CN2CCN(CC(=O)NC(C)CCc3ccccc3)C2=O)cc1 (stereo unspecified),-4,1,0,1,0.0,-2,15,22,-2
COC(=O)c1ccccc1NC(=O)CNc1cc(OC)c(OC)cc1C,10,-3,-6,12,-0.8,-9,19,13,1
O=C(COC(=O)c1ccccc1C(=O)c1ccccc1)NCc1ccc(F)cc1,29,-3,9,-11,0.0,-3,26,11,-3
Cc1ccsc1/C=N/NC(=O)CN1CCN(S(=O)(=O)c2ccc(Br)cc2)CC1,-11,-2,-4,9,2.2,-25,23,-7,-5
CCC(c1nnc(SCC(=O)Nc2ccc(C(N)=O)cc2)n1Cc1ccccc1)N(C)C (stereo unspecified),2,2,1,-6,1.0,-19,9,8,-3
O=S1(=O)CCC(NS(=O)(=O)/C=C/c2ccccc2)C1 (stereo unspecified),-31,-1,8,2,0.2,-6,-4,11,-3
O=C(NCCN1C(=O)S/C(=C\c2ccccc2)C1=O)C1CCN(S(=O)(=O)c2cccs2)CC1,9,3,1,-1,0.7,-6,-6,2,0
Cc1nnc(SCC(=O)NNC(=O)c2ccc(Cl)cc2)s1,1,-3,-5,-15,2.1,-3,-1,3,2
O=C(/C=C/c1ccco1)N1CCN(S(=O)(=O)c2cccc([N+](=O)[O-])c2)CC1,-22,0,-7,5,-0.4,-8,15,4,2
O=C(CSc1nc(-c2ccccc2)cs1)NCCCN1CCCC1=O,4,1,1,-3,3.0,1,0,1,-2
CCC(=O)Nc1nnc(SCCN2CCOCC2)s1,-8,0,-11,-5,0.2,11,3,19,-3
COc1ccc2nc3oc(C(=O)N4CCC(C(N)=O)CC4)cc3cc2c1,19,1,-3,-5,-0.7,-3,10,6,-5
CC1(C)Cc2nc3sc(C(=O)NCCCO)c(N)c3cc2CO1,16,-1,-7,-17,2.6,-12,-14,-20,0
O=S(=O)(Cc1noc(-c2ccc(OC(F)(F)F)cc2)n1)c1ccc(F)cc1,4,0,-4,14,0.6,5,7,-4,-3
CCc1cc(OCCCSc2nc(C)cc(=O)[nH]2)ccc1Cl,14,-1,-1,12,-2.4,-15,16,14,-2
CCOC(=O)c1oc2c(CN3CCN(CCO)CC3)c(O)c(CC)cc2c(=O)c1-c1nc2ccccc2s1,-8,0,4,-1,-1.5,6,-4,-13,-4
COc1ccc(-c2cn(-c3ccc(SC(F)F)cc3)c3[n+]2CCC3)cc1OC,-2,0,-4,-6,2.3,6,0,-2,-2
CC(C)(C)OC(=O)NCCCCCc1nnc(SCC(=O)Nc2cccc(Cl)c2)o1,11,-4,0,19,-2.1,-3,19,28,-1
C=CCc1ccccc1OCCn1nnc2ccccc21,11,1,6,2,2.5,-1,20,14,-1
CC1=CC(=O)C=C(C)C1=NOc1ccc([N+](=O)[O-])cc1,16,-5,-11,47*,5.7,-7,57*,62*,3
CC(C)Cn1nnc2c(=O)oc3ccccc3c21,-10,2,5,-10,0.7,5,11,23,0
Cc1nn(-c2ccccc2)c(C)c1NC(=O)COC(=O)c1cc([N+](=O)[O-])ccc1NCCO,6,-3,0,-9,-1.0,5,1,-5,-1
COC(=O)c1nc2n(n1)C(c1cccc(Cl)c1)C1=C(CCCC1=O)N2 (stereo unspecified),-27,-1,0,0,-0.6,-59,8,-1,1
Cc1cc(Nc2ccc(Br)cc2)nc2ccccc12,-23,2,-3,32,4.9,6,55*,30,1
COc1cccc(CNC(=O)CCl)c1,2,-1,0,-2,-0.8,4,-4,0,0
Fc1ccccc1N1CCN(C(c2ccncc2)c2nnnn2C2CCCC2)CC1 (stereo unspecified),21,-1,1,12,2.2,8,10,12,1
CCN(CC(=O)Nc1c(F)cccc1F)C(=O)c1ccc(COc2ccccc2)o1,-4,-2,-8,15,1.1,1,20,6,1
COC(=O)CC1COc2ccccc2N1C(=O)c1ccc(OC)cc1 (stereo unspecified),-13,1,4,9,-0.7,11,26,16,0
C[C@]1(C2CCCC2)Cc2cc(OCC(=O)O)c(Cl)c(Cl)c2C1=O,2,-6,12,13,0.4,13,-13,2,-3
Cc1ccc(C)c(S(=O)(=O)Nc2cccc(-n3cnnn3)c2)c1,9,-6,-7,5,-1.2,19,-25,1,0
O=C(COc1cccc2c1CCNC2=O)NC1CCCCC1,13,1,-2,9,-0.7,-61,9,16,8
Cc1cc(C)n2nc(C(=O)OCC(=O)Nc3ccc(C)c(F)c3)nc2n1,19,2,-4,6,0.9,-5,2,-13,-2
Cc1ccccc1N1CCN(C2CCCN(C(=O)CCC(=O)N(C)C)C2)CC1 (stereo unspecified),13,-2,6,7,0.6,-14,9,9,-1
Cc1ccc(CN2CCNC(=O)C2CC(=O)N(C)C2CCOCC2)cc1 (stereo unspecified),2,-7,-7,5,1.3,-41,6,6,5
COc1cc(C(=O)N2CCN(C(=O)COc3ccc4ccccc4c3)CC2)cc(OC)c1OC,-12,-1,-7,7,2.9,25,-1,4,-3
CSC(=S)NCc1cccnc1,79*,0,-1,-4,-2.7,10,-5,16,-2
Cc1ccc(C)c(N2CCN(C(=O)C3CCN(S(=O)(=O)c4c(C)noc4C)CC3)CC2)c1,31,0,-3,23,-0.1,-26,25,13,-5
CCCc1ccc(OCc2ccc(C(=O)N/N=C/c3cccc([N+](=O)[O-])c3)o2)c(OC)c1,27,35*,-4,-4,13,5,-2,17,48*
Nc1nnn(CC(=O)N/N=C/C=C/c2ccccc2)n1,15,0,-19,0,-0.5,1,-8,-6,6
COc1nc(Nc2ccc3c(c2)OCO3)nc(OC)n1,-4,4,10,-19,1.0,-59,-41,-29,-2
Cc1cccc(C(=O)N2CCC(=O)N(C(COCc3ccccc3)Cc3ccccc3)CC2)c1 (stereo unspecified),11,-1,3,20,0.2,-57,37,31,1

# Next results:
SMILES,Mdm2-MdmX inh,UPR XBP1 act,CXCR6 inh,TIM10 inh,UPR CHOP act,APJ antag,tim23-1 inh,tim10-1 inh,APJ agonist
COc1ccc(Cc2c3cc(OC)c(OC)cc3cc[n+]2C)cc1OC,12,-4,-10,0,1.5,-31,-5,0,-2
Cc1ccccc1NC(=O)c1ccc(C)c(S(=O)(=O)N2CCN(C)CC2)c1,13,-3,4,-10,0.1,19,-10,-2,-3
O=C(COc1ccc2cc(Br)ccc2c1)N1CCCC1,-8,-4,0,-9,2.9,6,20,11,4
CCN(C(=O)CSc1nc(C)nc2sc(C)c(C)c12)C1CCS(=O)(=O)C1 (stereo unspecified),14,0,-6,10,0.8,2,21,22,0
COc1ccc(S(=O)(=O)N2CCCCCC2)cc1C(=O)N(C)Cc1cccs1,19,-3,-2,-3,0.5,8,20,12,-3

# Grouped by structure: the compounds so far with a Cl atom.
SMILES,Mdm2-MdmX inh,UPR XBP1 act,CXCR6 inh,TIM10 inh,UPR CHOP act,APJ antag,tim23-1 inh,tim10-1 inh,APJ agonist
COc1c(Br)cc([N+](=O)[O-])c(OC)c1C(=O)NC(=O)Nc1c(Cl)cccc1Cl,9,0,-4,22,1.0,-2,34,22,-4
Cc1nnc(SCC(=O)NNC(=O)c2ccc(Cl)cc2)s1,1,-3,-5,-15,2.1,-3,-1,3,2
CCc1cc(OCCCSc2nc(C)cc(=O)[nH]2)ccc1Cl,14,-1,-1,12,-2.4,-15,16,14,-2
CC(C)(C)OC(=O)NCCCCCc1nnc(SCC(=O)Nc2cccc(Cl)c2)o1,11,-4,0,19,-2.1,-3,19,28,-1
COC(=O)c1nc2n(n1)C(c1cccc(Cl)c1)C1=C(CCCC1=O)N2 (stereo unspecified),-27,-1,0,0,-0.6,-59,8,-1,1
COc1cccc(CNC(=O)CCl)c1,2,-1,0,-2,-0.8,4,-4,0,0
C[C@]1(C2CCCC2)Cc2cc(OCC(=O)O)c(Cl)c(Cl)c2C1=O,2,-6,12,13,0.4,13,-13,2,-3

# Compound activity from PubChem.

# Some of the compounds tested; the hit share may differ from the screen's.
